KCNH2 3.1 block: inhibitors of human KCNH2 3.1 potassium channel isoform | U2OS KCNH2 3.1, thallium flux FluxOr; stronger effect = lower value | AID 720553 | activity change, % (tested at about 1.8 µM) | hit rate 0.95% among 340,000;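 active = maximum activity change below -70%; inconclusive = maximum activity change from -70% to -50%; inactive = maximum activity change above -50%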;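 also: thallium influx rate constant from kinetic fluorescence after stimulation buffer; % is scaled to controls: 0 for no effect and ±100 for the full control effect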
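We transduce U2OS cells with the mutant 3.1 virus, culture them overnight, load FluxOr with Red40 quencher for 45 min, then add stimulation buffer and read kinetically for 2 min to derive a normalized rate constant.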
PKM2 activator: increases activity of human pyruvate kinase M2; purified PKM2, Kinase-Glo ATP luminescence, activation; response scale: 0% is enzyme alone, no compound; P14618; AID 1631; Potency, µM (doses to about 57.5 µM), for the others: top-dose activation, usual class: activators; hit rate 0.34% among 260,000; also: potency is read from the fitted curve at half-maximal effect; % is scaled to controls: 0 for no effect and ±100 for the full control effect; nearly all actives have a fitted effect of over 55% in size
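hPK-M2, >95% pure; 0.1 mM ADP / 0.5 mM PEP final; imidazole pH7.2 buffer w/ 7 mM MgCl2, 50 mM KCl; 1 h RT; Kinase-Glo lum. Intermediate enzyme activity for dual inhibitor/activator qHTS.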
FLuc modulator: counter-screen for miR-21 project: firefly luciferase inhibitors or activators | P08659 | purified FLuc, Km substrates, luminescence inhibition | Potency, µM (top dose mostly 57.5 µM), for inactives: at the highest dose activity change, negative = inhibition, most hits filed as inhibitors | hit rate 6.9% among 360,000 | AID 588342;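 also: potency is read from the fitted curve at half-maximal effect; plate controls were vehicle for no effect and reference inhibitor for full effect; nearly all actives have a fitted effect of over 55% in size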
Target sequence (P08659 whole entry, looked up): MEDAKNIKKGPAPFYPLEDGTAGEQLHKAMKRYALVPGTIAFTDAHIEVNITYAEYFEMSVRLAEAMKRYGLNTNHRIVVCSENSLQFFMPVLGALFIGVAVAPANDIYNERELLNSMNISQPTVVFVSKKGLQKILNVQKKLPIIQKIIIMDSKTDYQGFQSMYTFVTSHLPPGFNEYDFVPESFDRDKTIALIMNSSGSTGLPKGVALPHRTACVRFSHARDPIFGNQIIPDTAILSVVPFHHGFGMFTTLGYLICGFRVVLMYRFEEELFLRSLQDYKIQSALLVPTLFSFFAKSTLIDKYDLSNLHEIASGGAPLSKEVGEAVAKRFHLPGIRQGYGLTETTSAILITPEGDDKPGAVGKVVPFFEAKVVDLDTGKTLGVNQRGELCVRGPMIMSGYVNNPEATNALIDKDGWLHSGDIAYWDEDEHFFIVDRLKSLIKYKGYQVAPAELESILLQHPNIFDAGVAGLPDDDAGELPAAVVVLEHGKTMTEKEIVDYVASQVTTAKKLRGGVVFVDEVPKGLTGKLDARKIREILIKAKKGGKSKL
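Purified P. pyralis luciferase, 10 nM final, with Km-level 10 uM D-luciferin and 10 uM ATP in 50 mM Tris acetate pH 7.5, 10 mM Mg acetate, 0.01% Tween-20, 0.05% BSA; 6-point qHTS titration about 60 µM downward; luminescence read.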
Rab9 promoter act: Rab9 promoter activation; Potency, µM (top dose mostly 9.22 µM), without a hit: at the top dose activation, negative = inhibition, most hits filed as activators; hit rate 2.8% among 320,000; Huh7 Rab9 promoter-luciferase reporter, luminescence, 24 h; also: potency is read from the fitted curve at half-maximal effect; % of control where 0% means no effect; nearly all actives have a fitted effect of over 60% in size
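Luminescence read-out: Huh7 cells stably expressing Rab9-luciferase, treated 24 h with compound at 37 °C, then lysed with luciferase reagent for 10 min at ambient before reading.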
NPC1 prom act: NPC1 promoter activation; Huh7 NPC1 promoter luciferase reporter, 24 h; Potency, µM (top dose mostly 9.22 µM), for the others: at the top dose activation, usual class: activators; hit rate 2.4% among 320,000;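 also: potency is read from the fitted curve at half-maximal effect; % of control where 0% means no effect; nearly all actives have a fitted effect of over 60% in size; reporter is driven by a mutant NPC1 promoter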
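Luminescence from an NPC1 promoter-driven luciferase reporter in stably transfected Huh7 cells was measured after 24 h compound treatment at 37 °C, followed by 10 min ambient incubation with luciferase detection reagent.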
Menin MLL FP TR: displaces Texas Red mutant MLL peptide from human menin; O00255; Menin + Texas Red MLL mutant peptide, fluorescence polarization; Potency, µM (highest dose often 61.6 µM), for inactives: at the top dose FP activity change, negative = inhibition, most hits filed as inhibitors; hit rate 0.23% among 270,000; AID 1768; active = well fitted inhibition curve with a large enough effect in the polarisation, with a control signal flat, not every such curve was filed as active; inconclusive = small, poorly fitted or top-dose-only effect, or effect the other way, or a change in a side signal; inactive = no such curve, though single readings can be large or run the other way; the % refers to the polarisation; also: potency is read from the fitted curve at half-maximal effect; % of control where 0% means no effect; many of its hits are not listed in these tables
ELG1 repair inh: inhibitors of ELG1-dependent DNA repair in HEK293T cells | AID 504467 | HEK293T ELG1-luciferase reporter, luminescence, 16 h; DNA damage induced by 5-fluorouridine | hit rate 2.3% among 330,000 | Potency, µM (titrated, usually from 46.1 µM), inactives show at the top dose activity change, negative = inhibition, actives largely listed as inhibitors; also: potency is read from the fitted curve at half-maximal effect; % is scaled to controls: 0 for no effect and ±100 for the full control effect; nearly all actives have a fitted effect of over 55% in size
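Overnight (16 hr) co-exposure of 2,000 cells/well to 5-fluorouridine and compound at 37 °C preceded detection. Luciferase was quantified via ONE-Glo luminescence; loss of signal denotes inhibition.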
VP16 counter: Gal4-VP16 reporter inhibition counter-screen; Drosophila S2 Gal4-VP16 UAS-luciferase, luminescence, 20 h; Potency, µM (highest dose often 53.6 µM), for the others: at the highest dose activity, negative = inhibition, actives largely listed as inhibitors; hit rate 3.5% among 310,000;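 also: Gal4-VP16 expression switched on by copper sulfate through the metallothionein promoter; potency is read from the fitted curve at half-maximal effect; % is scaled to controls: 0 for no effect and ±100 for the full control effect; nearly all actives have a fitted effect of over 50% in size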
RORgamma inh: ROR gamma (mouse) transcription inhibition | hit rate 5.4% among 310,000 | Potency, µM (titrated, usually from 53.6 µM), for the others: at the highest dose activity change, negative = inhibition, hits mostly inhibitors | AID 2551 | Drosophila S2 Gal4-RORgamma UAS-luciferase reporter, 20 h | P51450; also: potency is read from the fitted curve at half-maximal effect; % is scaled to controls: 0 for no effect and ±100 for the full control effect; nearly all actives have a fitted effect of over 60% in size
Target sequence (P51450 whole entry, looked up, the tested form may be a part): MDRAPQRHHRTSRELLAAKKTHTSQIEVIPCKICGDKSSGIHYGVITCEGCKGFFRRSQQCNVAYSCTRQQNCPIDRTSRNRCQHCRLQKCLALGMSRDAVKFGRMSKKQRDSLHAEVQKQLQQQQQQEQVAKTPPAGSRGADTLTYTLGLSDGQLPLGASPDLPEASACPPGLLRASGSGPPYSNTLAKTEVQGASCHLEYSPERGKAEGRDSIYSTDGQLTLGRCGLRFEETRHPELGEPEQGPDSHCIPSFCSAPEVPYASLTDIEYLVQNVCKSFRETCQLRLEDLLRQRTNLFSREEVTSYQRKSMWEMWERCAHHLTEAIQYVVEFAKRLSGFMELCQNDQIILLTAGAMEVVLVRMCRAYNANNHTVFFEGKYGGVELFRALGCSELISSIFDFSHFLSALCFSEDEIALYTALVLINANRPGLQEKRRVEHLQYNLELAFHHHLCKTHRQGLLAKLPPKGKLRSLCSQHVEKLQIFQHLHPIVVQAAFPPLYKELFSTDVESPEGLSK
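Drosophila Schneider cells stably carrying a metallothionein-driven Gal4 DBD–ROR gamma fusion and a UAS-Photinus luciferase reporter were exposed to compound for 1 hr, then induced with copper sulfate (700 uM final) for 20 hr at ambient temperature before luminescence reading.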
MBNL1 CUG block: blocks human MBNL1 binding to CUG repeat RNA. Q9NR56. TR-FRET MBNL1-His/biotin-(CUG)12 binding, 665/545 ratio. Potency, µM (series often up to 57.5 µM), without a hit: at the top dose activity change, negative = inhibition, hits mostly inhibitors. hit rate 0.036% among 280,000. AID 2675; active = well fitted inhibition curve with a large enough effect in the signal ratio, with a control signal flat, not every such curve was filed as active; inconclusive = small, poorly fitted or top-dose-only effect, or effect the other way, or a change in a side signal; inactive = no such curve, though single readings can be large or run the other way; the % refers to the signal ratio; also: potency is read from the fitted curve at half-maximal effect; % is scaled to controls: 0 for no effect and ±100 for the full control effect
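MBNL1-His + Biotin-(CUG)12, cpd titration 92 nM–58 uM; Tb anti-His Ab 0.055 ng/ul, SA-XL665 5 nM (final); 60 min RT; ratiometric 665/545 nm, Ex 340 nm; normalized to buffer and full-complex controls.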
Mito fusion act: inhibitors of mitochondrial division or activators of mitochondrial fusion; AID 485298; hit rate 0.23% among 320,000; Potency, µM (doses to about 46.1 µM), for the others: top-dose growth rescue (activation), usual class: activators; S. cerevisiae fusion-defective mutant growth rescue, CellTiterGlo 48 h;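 also: potency is read from the fitted curve at half-maximal effect; % of control where 0% means no effect; nearly all actives have a fitted effect of over 45% in size; temperature-sensitive fusion mutants such as fzo1-1 at 37 °C on non-fermentable ethanol glycerol medium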
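Luminescent cell viability in 1536-well qHTS format served as the measure of rescued growth in ts fusion-mutant S. cerevisiae cultured on non-fermentable YPEG for 48 hours at 37C.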
Numbers without * were called inactive; ? = inconclusive; / = no result given; [ ] = remark or other dose. Unless noted, calls follow the shape of the dose curve; as a rule, active = well fitted curve in the direction sought with a large enough effect; inconclusive = small, poorly fitted or top-dose-only effect, or another doubt; inactive = no such curve, though single readings can be large; an effect the other way counts as inactive or inconclusive. The list is partial, so the mix of outcomes need not match the whole.

SMILES	KCNH2 3.1 block	PKM2 activator	FLuc modulator	Rab9 promoter act	NPC1 prom act	Menin MLL FP TR	ELG1 repair inh	VP16 counter	RORgamma inh	MBNL1 CUG block	Mito fusion act
CCCN1CCN(S(=O)(=O)c2ccc3c(c2)CCC(=O)N3)CC1	1	/	7%	-7%	0%	/	16%	/	/	/	-3%
Cc1ccc(S(=O)(=O)/N=C2\SC(CC(=O)Nc3ccc(F)cc3)C(=O)N2c2ccccc2)cc1 (centres undefined)	-5	-27%	-7%	0%	0%	-1%	12%	-9%	-7%	/	-4%
Cc1cc(NC(=O)c2ccco2)ccc1NC(=O)c1ccco1	-19	-62%	?	16%	18%	-7%	?	8%	21%	-8%	-26%
COc1cccc(C(=O)NC(=S)Nc2ccccc2N2CCOCC2)c1	-13	2%	5%	9%	-6%	/	1%	6.3µM*	4µM*	2%	0%
CN(C)/C=C/C(=O)c1cc(F)cc(C(F)(F)F)c1	7	-1%	-2%	-8%	-10%	10%	-14%	8%[10 µM]	13%	6%	0%
COc1ccc2c(c1)C(NC(=O)C(F)(F)F)CC2=O (centres undefined)	-6	1%	4%	1%	1%	2%	7%	?	11%	?	-7%
COc1ccc(/C(C)=N\NS(=O)(=O)c2ccccc2)cc1OC	3	4%	7%	-4%	-5%	-7%	-1%	-5%	28%	9%	-11%
COc1nccnc1NS(=O)(=O)c1ccc(NC(=S)NC(=O)c2ccc(F)c(F)c2)cc1	10	2%	6%	1%	-1%	0%	12%	9%	-24%	-24%	8%
O=C(Nc1ccc2nc3n(c(=O)c2c1)CCCCC3)c1ccccc1[N+](=O)[O-]	22	/	-5%	3%	8%	/	?	-7%	19%	?	-30%
O=C(O)c1ccc(C2Nc3ccccc3C(=O)N2Cc2ccccc2)cc1 (centres undefined)	-3	1%	-1%	6%	-1%	1%	6%	?	1%	16%	?
Cc1nc2sc(C)c(C)c2c(=O)[nH]1	3	6%	1%	-3%	2%	13%	8%	0%	?	-3%	3%
CN(C(=O)COC(=O)c1ccc(Cl)nc1)C1CCS(=O)(=O)C1 (centres undefined)	-7	0%	0%	-1%	-4%	-1%	12%	-8%	23%	-2%	4%

Looked up above:
Reading of Cc1ccc(S(=O)(=O)/N=C2\SC(CC(=O)Nc3ccc(F)cc3)C(=O)N2c2ccccc2)cc1 (centres undefined) in ELG1 repair inh: 12%
Reading of Cc1nc2sc(C)c(C)c2c(=O)[nH]1 in Mito fusion act: 3%

Next records follow:
SMILES	KCNH2 3.1 block	PKM2 activator	FLuc modulator	Rab9 promoter act	NPC1 prom act	Menin MLL FP TR	ELG1 repair inh	VP16 counter	RORgamma inh	MBNL1 CUG block	Mito fusion act
O=C(CCCC(=O)N/N=C\c1ccccn1)N/N=C\c1ccccn1	-4	2%	5%	1%	-3%	-10%	3%	-2%	-2%	-4%	-13%
Cc1cc2c(cc1S(=O)(=O)N(C)c1ccccc1)n(C)c(=O)n2C	9	13µM*	-1%	-3%	-4%	1%	22%	-7%	-21%	-1%	0%
Cc1cc(C)n(CCNC(=O)C2CCC(=O)N(CC3CCCCC3)C2)n1 (centres undefined)	11	/	0%	0%	1%	/	2%	0%	-4%	-4%	-24%
Cc1ccc(CN(C)C(=O)c2ccc(NS(=O)(=O)c3ccc4[nH]c(=O)[nH]c4c3)cc2)cc1	-8	/	4%	-4%	-1%	/	26%	/	/	/	-7%
Cc1cc(C(F)(F)F)cc(NNC(=O)NC(=O)c2ccccc2Cl)n1	3	0%	-1%	-5%	9%	/	4%	0%	37%	-3%	-5%
CCCS(=O)(=O)c1c(S(=O)(=O)CCC)c2cnccn2c1C(=O)c1ccc(F)cc1	-11	4%	3%	-10%	3%	1%	22%	-6%	29%	6%	3%
O=C1c2ccccc2C(=O)c2c([N+](=O)[O-])ccc(O)c21	-3	1%	1%	14%	29%	/	-3%	6%	-28%	24%	-2%
CN1CCNC(=O)C1CC(=O)N1CC=C(c2ccc(F)cc2)CC1 (centres undefined)	2	2%	-2%	-1%	-5%	-10%	12%	0%	-15%	2%	3%
CNC(=S)NNC(=O)Cc1ccccc1	5	1%	0%	-4%	-3%	-8%	1%	9%	-22%	1%	-5%
Cc1nc(N)nc(OCC(F)(F)C(F)F)c1Br	-1	3%	-1%	6%	2%	12%	0%	14%	13%	10%	-4%
C=CCOn1c(=O)c(-c2ccc(F)cc2)[n+]([O-])c2ccccc21	10	/	-1%	-4%	1%	?	0%	-4%	0%	?	0%
O=C(CSc1c[nH]c2ccccc12)NCc1ccc2c(c1)OCO2	-7	6%	5%	-1%	1%	4%	-26%	0%	?	-2%	-3%
COc1cc2c(c(OC)c1OC)-c1ccc(OC)c(=O)cc1[C@@H](N(C)CC#CCO)CC2	3	/	3%	-33%[inhibitor][1.84 µM]	-18%	-30%	?	-1%	-15%	?	4%
CCOC(=O)c1ccc(NC(=O)CN2CCN(CCN=CC3=C(O)CC(C)(C)CC3=O)CC2)cc1	-34	-4%	-3%	-4%	1%	13%	8%	-6%	-12%	2%	-4%
CCOc1ccc(C(=O)c2ccccc2C(=O)O)cc1OCC	10	4%	1%	-4%	-2%	8%	2%	-9%	2%	0%	-2%
O=C(Nc1ccccc1)c1ccccc1Oc1ccc(C(F)(F)F)cc1[N+](=O)[O-]	9	-1%	3%	-1%	1%	2%	-12%	?	18%	6%	?
CCN(CC)CCNC(=O)CCN1N=C(c2ccccc2)CCC1=O	0	/	0%	-3%	0%	5%	8%	-1%	4%	1%	-3%
Cc1cc(C)cc(NC(=O)N2CCCN(c3ncccc3[N+](=O)[O-])CC2)c1	17	-1%	1%	-2%	-4%	/	-10%	-7%	5%	?	0%
CC(=O)C(Cc1ccccc1)NC(=O)CN1CCN(Cc2ccccc2)CC1 (centres undefined)	-6	-5%	-3%	-8%	-5%	-10%	0%	18%	10%	-3%	10%
COc1ccc(CNc2ccc(C(=O)O)cc2)cc1	8	-3%	7.6µM*	23%	25%	3%	?	0.63µM*	1.3µM*	-12%	2%
CN(CC(=O)NCc1ccccc1Cl)S(=O)(=O)c1cccs1	23	-1%	7%	-2%	-4%	6%	5%	-3%	5%	4%	15%
COc1ccc(N2CC(NS(=O)(=O)c3cccnc3)CC2=O)cc1OC (centres undefined)	9	/	7%	2%	-2%	/	?	/	/	/	0%
CCC(C)Oc1nc(C)cc(C)c1S(=O)(=O)c1ccccc1C (centres undefined)	0	2%	0%	1%	-5%	-1%	27%	1%	9%	1%	-2%
CCOC(=O)C1=C(COC(=O)c2cccc(N(C)C)c2)NC(=O)NC1C (centres undefined)	-16	/	24µM*	2.8µM*	?	/	?	/	/	/	-6%

2 compounds drawn at random from those above:
SMILES	KCNH2 3.1 block	PKM2 activator	FLuc modulator	Rab9 promoter act	NPC1 prom act	Menin MLL FP TR	ELG1 repair inh	VP16 counter	RORgamma inh	MBNL1 CUG block	Mito fusion act
CCC(C)Oc1nc(C)cc(C)c1S(=O)(=O)c1ccccc1C (centres undefined)	0	2%	0%	1%	-5%	-1%	27%	1%	9%	1%	-2%
CN(CC(=O)NCc1ccccc1Cl)S(=O)(=O)c1cccs1	23	-1%	7%	-2%	-4%	6%	5%	-3%	5%	4%	15%

Compound activity as filed in PubChem BioAssay.
